RGS4 inh = blocks human RGS4-accelerated GTP hydrolysis; Transcreener GDP fluorescence polarization, RGS4-accelerated GTP hydrolysis; 0.039% of 390,000 active; P49798; Potency, µM (highest dose often 114 µM), for inactives: top-dose activity change, negative = inhibition, hits mostly inhibitors; also: % is scaled to controls: 0 for no effect and ±100 for the full control effect; nearly all actives have a fitted effect of over 75% in size; some results filed as inactive show a strong effect at the top dose
Target sequence (P49798 whole entry, looked up): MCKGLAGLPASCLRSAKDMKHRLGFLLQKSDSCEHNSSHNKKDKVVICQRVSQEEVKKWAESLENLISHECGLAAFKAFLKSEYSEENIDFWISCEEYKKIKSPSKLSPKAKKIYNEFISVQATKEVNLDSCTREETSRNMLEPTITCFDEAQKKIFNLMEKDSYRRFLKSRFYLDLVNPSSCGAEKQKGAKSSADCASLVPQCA
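MLSMR compounds (23 nl, pin-transferred) preincubated 10 min at room temperature with a 500nM (2x) first reagent, then RGS4 at 900nM (2x) plus Transcreener GDP mix added; fluorescence polarization (620/688 nm) read before and after 90 min at 30 °C.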
ALOX12 inh = inhibitors of human 12S-lipoxygenase ALOX12. purified 12hLO, xylenol orange hydroperoxide absorbance. Potency, µM (series often up to 108 µM), for inactives: at the top dose activity change, negative = inhibition, most hits filed as inhibitors. 1.1% of 580,000 active. AID 1671190; also: % is scaled to controls: 0 for no effect and ±100 for the full control effect
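Hydroperoxide product was detected by ferrous iron/xylenol orange as the 573 to 405 nm absorbance ratio. Arachidonic acid at 40 uM (final) was turned over for 30 min at room temperature by 150 nM human 12hLO, pH 7.0 Hepes buffer, after 15 min compound preincubation.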
Vif-APOBEC3G blk = Vif-A3G binding inhibition. 0.076% of 410,000 active. HeLa A3G-eYFP + Vif (tagged APOBEC3G with the HIV-1 protein that degrades it), YFP fluorescence, overnight. AID 602310. Potency, µM (titrated, usually from 46.1 µM), without a hit: top-dose activity, negative = active, hits mostly inhibitors. Q9HC16;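 also: % is scaled to controls: 0 for no effect and ±100 for the full control effect; nearly all actives have a fitted effect of over 60% in size; hits raise eYFP signal because A3G escapes Vif-driven loss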
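HeLa cells stably expressing Vif and C-terminally eYFP-tagged A3G, seeded overnight at 37 deg C, then exposed to compound by pintool overnight at 37 deg C. Rise in yellow fluorescence (Ex 488/Em 500-530, Acumen) marks blocked Vif-driven A3G degradation.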
rTrxR1 inhibitor = blocks rat thioredoxin reductase 1; recombinant rTrxR1, NADPH fluorescence consumption, selenite substrate; Potency, µM (top dose mostly 114 µM), for inactives: at the top dose activity change, negative = inhibition, usual class: inhibitors; 1% of 390,000 active; also: % is scaled to controls: 0 for no effect and ±100 for the full control effect; nearly all actives have a fitted effect of over 65% in size
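Rat TrxR1 (90 nM in the dispensed reagent) was pre-reduced with 400 uM NADPH for 5 min at room temperature, then incubated with compound for 15 min. After 400 uM selenite was added, NADPH fluorescence (Ex 340/Em 450 nm) was followed for 8 min.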
RXFP1 agonist = RXFP1 (human) receptor agonism; HEK293T-RXFP1 cAMP TR-FRET, 30 min; response scale: percent of porcine relaxin response, buffer zero; Potency, µM (titrated, usually from 57.5 µM), for the others: top-dose activation, usual class: activators; 0.3% of 370,000 active; AID 2676; also: % is scaled to controls: 0 for no effect and ±100 for the full control effect; nearly all actives have a fitted effect of over 60% in size; many of its hits are not listed in these tables
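HEK293 cells stably expressing RXFP1, treated 30 min at 37C with compounds plus PDE4 inhibitor Ro 20174; cAMP measured by HTRF TR-FRET. Normalized to buffer and 29 nM porcine relaxin; EC50 by Hill fit.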
Vif-A3F inh = inhibitors of Vif-A3F interaction; 0.2% of 390,000 active; HeLa A3F-eYFP + Vif (tagged APOBEC3F with the HIV-1 protein that degrades it), YFP fluorescence increase; Potency, µM (titrated, usually from 46.1 µM), for inactives: at the highest dose activity, negative = active; also: % of control where 0% means no effect; nearly all actives have a fitted effect of over 65% in size
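HeLa cells stably expressing Vif plus C-terminally eYFP-tagged A3F were seeded, incubated overnight at 37 deg C, dosed with compound, incubated overnight again at 37 deg C. Yellow fluorescence (Ex 488/Em 500-530) reported blocked Vif-mediated A3F-eYFP degradation.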
TrxR1 substrate = is turned over as a substrate by rat TrxR1; purified TrxR1 substrate turnover, NADPH consumption readout; Potency, µM (highest dose often 114 µM), for inactives: at the top dose activity change, negative = substrate turnover; 0.01% of 390,000 active; also: % is scaled to controls: 0 for no effect and ±100 for the full control effect; nearly all actives have a fitted effect of over 50% in size
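Rat TrxR1, dispensed at 90 nM, was prereduced with 400 uM NADPH (final) for 5 min at ~22 deg C, then incubated with compound 15 min before 400 uM selenite. A first-read NADPH fluorescence drop versus no-compound background flagged substrates.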
USP1-UAF1 inh = USP1/UAF1 (human) deubiquitinase inhibition; O94782; recombinant USP1/UAF1, Ub-Rhodamine cleavage fluorescence; Potency, µM (doses to about 57.1 µM), for the others: top-dose activity change, negative = inhibition, usual class: inhibitors; 0.23% of 390,000 active; AID 743255; also: % is scaled to controls: 0 for no effect and ±100 for the full control effect; nearly all actives have a fitted effect of over 60% in size; inactives centre near -12
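High-throughput fluorogenic screen: 1nM USP1/UAF1 complex, Ub-Rho substrate 150nM final, 50mM HEPES pH 7.8 with 0.5mM EDTA, 0.1 mg/ml BSA, 1mM TCEP and 0.01% Tween-20.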
mIDH1 inhibitor = blocks human mutant IDH1 R132H enzyme; IDH1-R132H enzyme, NADPH consumption, diaphorase/resazurin fluorescence; Potency, µM (doses to about 76.6 µM), without a hit: top-dose activity change, negative = inhibition, actives largely listed as inhibitors; 0.093% of 390,000 active; AID 602179; also: % is scaled to controls: 0 for no effect and ±100 for the full control effect; nearly all actives have a fitted effect of over 65% in size
Target sequence (O75874 whole entry R132H, stated change not applied): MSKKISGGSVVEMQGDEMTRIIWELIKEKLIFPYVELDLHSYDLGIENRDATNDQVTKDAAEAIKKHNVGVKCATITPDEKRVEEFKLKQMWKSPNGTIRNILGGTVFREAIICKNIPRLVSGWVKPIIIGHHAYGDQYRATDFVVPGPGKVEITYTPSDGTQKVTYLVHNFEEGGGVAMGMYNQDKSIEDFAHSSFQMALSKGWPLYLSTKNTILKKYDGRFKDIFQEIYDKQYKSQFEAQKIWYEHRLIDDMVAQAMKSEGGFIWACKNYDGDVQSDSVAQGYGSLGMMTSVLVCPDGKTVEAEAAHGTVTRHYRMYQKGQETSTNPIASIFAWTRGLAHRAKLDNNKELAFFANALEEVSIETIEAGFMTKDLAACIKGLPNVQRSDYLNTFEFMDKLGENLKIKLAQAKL
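IDH1-R132H (0.5 ug/mL) preincubated 30 min with compound, then NADPH (0.016 mM) and alpha-KG (2 mM) added; 80 min at RT, pH 7.5. Remaining NADPH coupled via diaphorase/resazurin to fluorescence (540/590 nm); concentration-response curves normalized to no-enzyme control.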
An asterisk follows results filed as active; ? = inconclusive; / = no result given; & = joins results of further samples; [ ] = remark or other dose. Calls follow the shape of the dose curve; as a rule, active = well fitted curve in the direction sought with a large enough effect; inconclusive = small, poorly fitted or top-dose-only effect, or another doubt; inactive = no such curve, though single readings can be large; an effect the other way counts as inactive or inconclusive. Potency is read from the fitted curve at half-maximal effect. These rows are one share of the data; the hit share may differ from the screen's.

smiles	mIDH1 inhibitor	TrxR1 substrate	RXFP1 agonist	Vif-APOBEC3G blk	RGS4 inh	rTrxR1 inhibitor	Vif-A3F inh	USP1-UAF1 inh	ALOX12 inh
C=CCNC(=O)CN(c1cc(Cl)ccc1OC)S(=O)(=O)c1ccc(C)c([N+](=O)[O-])c1	-3%	10%[57.1 µM]	-0.3%	0%	-39%	17%	-9%	-24%	-3%
O=C1C(c2ccc(F)cc2)N(CC2COc3ccccc3O2)C(=O)CN1C1CCCCC1 (stereo not given)	3%	1%	-1.2%	-5%	23%	19%	-1%	-14%	14%
CC(C)c1cc(C(=O)NCc2ccco2)no1	-8%	-6%	1.0%	-3%	-9%	?	-6%	?	-23%
CN1CCN(C2=Cc3ccc(Cl)cc3Sc3ccc(F)cc32)CC1	5%	0%	1.7%	1%	-3%	2%	-8%	-11%	-25%
CC(=O)c1cc(CN2CCN(CCC(C)C)C(CCO)C2)cs1 (stereo not given)	0%	-9%	-2.0%	2%	1%[11.4 µM]	?	1%	-23%	-5%
Cc1ccc(S(=O)(=O)N2CCCc3cc(NC(=O)c4ccc(F)c(F)c4)ccc32)cc1	-3%	9%[57.1 µM]	0.8%	-1%	-2%	29%[57.1 µM]	2%	-25%	-3%
CCCC(C(=O)NC(C)(C)C)N(CC1CCCO1)C(=O)c1snc(C(N)=O)c1N (stereo not given)	0%	7%[57.1 µM]	1.9%	1%	-8%	-1%[57.1 µM]	-1%	0%	-12%
C/C(CC(=O)N(C(C)C)C(C)C)=N\NC(=O)COc1ccc(Br)cc1Br	2%	7%[57.1 µM]	-2.2%	-5%	-11%	16%[57.1 µM]	-12%	-16%	-12%
COc1cccc(CN(Cc2ccco2)c2cnc(S(C)(=O)=O)nc2C(=O)Nc2cccc(Cl)c2C)c1	0%	-5%	-1.8%	6%	11%	10%	5%	-23%	0%
Cc1cccc(C)c1N(CC(=O)Nc1cccc(N(C)S(C)(=O)=O)c1)S(C)(=O)=O	7%	1%	-1.3%	1%	-6%	-1%	10%	0%	-41%
Cc1sc2ncnc(N3CCC(C)CC3)c2c1C	2%	-8%	-3.8%	3%	-24%	-11%	-8%	-8%	?
CCOC(=O)C1CCN(C(=O)c2cc3cc(F)ccc3[nH]2)CC1	6%	7%	-2.4%	-6%	6%	17%	14%	-21%	13%
CN(Cc1ccccc1)c1ccc(N2C(=O)CCCC2=O)cc1[N+](=O)[O-]	1%	-3%	2.6%	-15%	-34%	-6%	1%	-8%	?
N#C/C(=C/c1ccc(CNS(=O)(=O)c2ccccc2)o1)C(N)=O	-2%	-10%	3.0%	1%	19%	-13%	5%	2%	10%
O=S(=O)(c1ccc2[nH]c3c(c2c1)CCCC3)N1CCCCC1	5%	-5%	2.1%	1%	?	?	-3%	-26%	20%
C=CC1=C2C=C(C3CC3)N(CC3CC3)C=C2C(=O)C(C)(OC(=O)c2ccco2)C1=O (stereo not given)	23%	-10%	/	-5%	-22%	-31%	1%	?	-17%
Cn1c(=O)c2c(nc(N3CCCCCC3)n2CCSc2nc3ccccc3o2)n(C)c1=O	-5%	-6%[57.1 µM]	2.7%	0%	14%	-1%[57.1 µM]	-3%	-13%	11%&36%
c1ccc(CN(Cc2ccccc2)c2nn[nH]n2)cc1	9%	2%	-1.0%	-3%	8%	2%	2%	-9%	1%
Cc1ccc(SCC(=O)NCCSC(C)(C)C)cc1	1%	-6%	1.4%	2%	11%	11%[57.1 µM]	-10%	-5%	?
Cc1c(C(=O)Nc2ccc(F)cc2F)nnn1-c1ccccc1Br	0%	1%	24%	-1%	-9%	8%	6%	-16%	-21%
Cc1cn([C@H]2C[C@H](O)[C@@H](CNCc3cccn3-c3nccs3)O2)c(=O)[nH]c1=O	-9%	/	/	-2%	/	/	-4%	-27%	7%
CN(C)Cc1c(O)ccc2oc(Cc3ccccc3)cc12	5%	1%	-1.4%	1%	2%	2%	-11%	-4%	-14%
COc1ccc(C(=O)Cn2nnc(-c3ccccc3F)n2)cc1	2%	2%[57.1 µM]	1.1%	-1%	10%	11%[57.1 µM]	3%	-10%	-22%
O=C(COC(=O)COc1ccccc1)Nc1ccc(OC(F)(F)F)cc1	1%	-6%	2.4%	-1%	-8%	-3%	-10%	-6%	?
COc1cccc(/C=C/c2[nH]c(=O)[nH]c(=O)c2[N+](=O)[O-])c1O	2%	-16%	2.6%	0%	-32%	-68%	?	-13%	?
CC(C)(C)c1ccc(C(=O)Nc2c(C(=O)c3ccc(F)cc3)oc3ccccc23)cc1	1%	21%	5.0%	1%	-14%	29%	6%	-28%	0%
Cc1ccoc1C(=O)Nc1cccc2ccccc12	12%	9%	0.8%	2%	-26%	25%	-4%	-22%	?
C#CCOCCOCCOCCNc1nc(N2CCOCC2)nc(N2CCN(C(=O)CCCCCCCCCCNC(=O)[C@@H]([C@H](C)O)n3cc(C)nn3)CC2)n1	9%	0%	-1.9%	0%	14%	4%	5%	-8%	-19%
Fc1ccccc1CN1CCC(Cc2ccccc2)CC1	5%	5%[57.1 µM]	-0.8%	-2%	3%	11%[57.1 µM]	-3%	-5%	?
CN1CCN(S(=O)(=O)c2cccc([N+](=O)[O-])c2)CC1	2%	-4%	/	2%	-2%	18%	3%	-1%	0%
CCc1cccc(NC(=O)C2CCCN2S(=O)(=O)c2ccc3nc(-c4ccccc4)[nH]c3c2)c1 (stereo not given)	1%	-3%	3.0%	-2%	-32%	-17%	-1%	-2%	-6%
COc1ccc(CSC2=NCCN2)cc1Br	-4%	-2%	3.5%	3%	21%	23%	-5%	-6%	46%[activator]
Cc1ccccc1NC(=O)Nc1cnccn1	-5%	-3%	0.7%	1%	18%	-18%	2%	-7%	340%[activator]
CSc1nc2c(c(=O)[nH]1)C(c1ccc(Br)cc1)CC(=O)N2 (stereo not given)	-15%	-1%[57.1 µM]	1.8%	5%	-1%	1%[57.1 µM]	?	1%	?
CCCc1nc2ccccc2n1CCOC	0%	5%[57.1 µM]	0.9%	1%	-7%[11.4 µM]	17%[57.1 µM]	4%	-15%	0%
CCc1cnc2c(c1SCC(=O)N1CCCCC1)c(=O)n(C)c(=O)n2C	-15%	1%[57.1 µM]	12%	1%	11%	23%[57.1 µM]	-2%	-21%	1%

Compounds above that contain an NH in an aromatic ring, in the order listed:
smiles	mIDH1 inhibitor	TrxR1 substrate	RXFP1 agonist	Vif-APOBEC3G blk	RGS4 inh	rTrxR1 inhibitor	Vif-A3F inh	USP1-UAF1 inh	ALOX12 inh
CCOC(=O)C1CCN(C(=O)c2cc3cc(F)ccc3[nH]2)CC1	6%	7%	-2.4%	-6%	6%	17%	14%	-21%	13%
O=S(=O)(c1ccc2[nH]c3c(c2c1)CCCC3)N1CCCCC1	5%	-5%	2.1%	1%	?	?	-3%	-26%	20%
c1ccc(CN(Cc2ccccc2)c2nn[nH]n2)cc1	9%	2%	-1.0%	-3%	8%	2%	2%	-9%	1%
Cc1cn([C@H]2C[C@H](O)[C@@H](CNCc3cccn3-c3nccs3)O2)c(=O)[nH]c1=O	-9%	/	/	-2%	/	/	-4%	-27%	7%
COc1cccc(/C=C/c2[nH]c(=O)[nH]c(=O)c2[N+](=O)[O-])c1O	2%	-16%	2.6%	0%	-32%	-68%	?	-13%	?
CCc1cccc(NC(=O)C2CCCN2S(=O)(=O)c2ccc3nc(-c4ccccc4)[nH]c3c2)c1 (stereo not given)	1%	-3%	3.0%	-2%	-32%	-17%	-1%	-2%	-6%
CSc1nc2c(c(=O)[nH]1)C(c1ccc(Br)cc1)CC(=O)N2 (stereo not given)	-15%	-1%[57.1 µM]	1.8%	5%	-1%	1%[57.1 µM]	?	1%	?

Screening data as filed in PubChem.
